OXTR agonist = human OXTR agonists, primary screen, fluorescence, CHO-OTR cells, Fluo-8 calcium. hit rate 0.32% among 320,000. Fluo-8 calcium fluorescence; normalized: DMSO 0%, oxytocin 100%. activation, % at 3 µM. Oxytocin receptor (Homo sapiens), P30559;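 active = activation above the mean of all tested compounds plus 3 SD, cutoff set per screening run, cut at about 20% in these data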;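 also: peak over basal fluorescence ratio from a 100 s FLIPR kinetic read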
HCV NS3 hel inh = inhibitors of HCV NS3 helicase, primary screen, biochemical, Cy5 molecular beacon fluorescence | Hepatitis C virus NS3 helicase | NS3 helicase DNA unwinding | inhibition, % at 10.9 µM | hit rate 0.56% among 290,000;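 active = inhibition above the mean of all tested compounds plus 3 SD, set per campaign, cut at about 35% in these data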;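 also: 0% = DMSO wells and 100% = thioflavine S control wells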
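Material: hepatitis C virus NS3 helicase domain fragment enzyme; measured by: Cy5 fluorescence, 0 and 60 min reads; control set: DMSO and thioflavine S; incubation: 60 min unwinding reaction at 25 °C after ATP addition; read-out basis: % inhibition from 60/0 min fluorescence ratio, DMSO 0%, thioflavine S 100%; repeats: singlicate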
VIM-2 inh = VIM-2 metallo-beta-lactamase inhibitors, primary screen, biochemical, epi-absorbance readout, Pseudomonas aeruginosa enzyme. purified VIM-2, nitrocefin hydrolysis, epi-absorbance fluorescence. inhibition, % at 5.6 µM. hit rate 0.89% among 290,000. AID 1527, 2009;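 active = inhibition above the mean of all tested compounds plus 3 SD, cutoff set per screening run, cut at about 7.5% in these data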;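 also: red hydrolysis product quenches plate fluorescence so inhibitors raise well fluorescence; 0% = enzyme with DMSO and 100% = DMSO without enzyme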
GalR3 antag = GalR3 antagonists in HEK293 cells, primary screen, cell-based, fluorescence readout; inhibition, % at 3 µM; HEK293 GalR3-CNG cAMP membrane potential fluorescence; galR3 body fused to GalR1 C-terminus; hit rate 0.44% among 360,000; AID 651719, 2012;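 active = inhibition above the screen-wide average plus 3 SD, cut at about 13% in these data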;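 also: forskolin and galanin both at EC90 stimulate the cells; cAMP rise reported by CNG channel membrane potential dye signal; 0% = forskolin plus galanin with DMSO and 100% = forskolin alone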
Target sequence (O60755 1-299 limits assumed): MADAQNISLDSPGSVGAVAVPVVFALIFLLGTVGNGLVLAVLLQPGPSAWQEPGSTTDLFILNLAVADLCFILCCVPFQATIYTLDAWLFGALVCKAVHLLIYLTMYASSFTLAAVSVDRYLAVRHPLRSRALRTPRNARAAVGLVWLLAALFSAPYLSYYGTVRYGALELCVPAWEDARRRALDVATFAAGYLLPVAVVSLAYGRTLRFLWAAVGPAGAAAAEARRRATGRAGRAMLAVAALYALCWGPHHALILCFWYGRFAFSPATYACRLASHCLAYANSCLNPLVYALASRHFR
GPR7 antag = GPR7 receptor antagonists, primary screen, cell-based, fluorescence, single concentration. inhibition, % at 4.4 µM. hit rate 1.1% among 290,000. GPR7-expressing cells, fluorescence antagonist assay. Neuropeptides B/W receptor type 1 (Homo sapiens), P48145; in the data active = inhibition above about 16%, passing the limit was not always enough;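 also: cells stimulated with the agonist NPW; 0% = agonist with vehicle and 100% = vehicle without agonist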
Target sequence (P48145 whole entry, looked up): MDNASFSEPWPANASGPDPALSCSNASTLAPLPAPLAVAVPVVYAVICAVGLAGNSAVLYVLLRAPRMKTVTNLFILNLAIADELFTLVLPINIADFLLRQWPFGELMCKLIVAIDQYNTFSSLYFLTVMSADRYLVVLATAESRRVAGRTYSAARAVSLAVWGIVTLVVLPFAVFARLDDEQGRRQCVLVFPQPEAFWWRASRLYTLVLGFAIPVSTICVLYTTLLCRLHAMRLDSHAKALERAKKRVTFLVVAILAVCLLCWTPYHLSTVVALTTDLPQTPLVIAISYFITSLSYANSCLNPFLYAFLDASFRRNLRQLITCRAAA
PHOSPHO1 inh = PubChem AID 1565; hit rate 1.1% among 290,000; recombinant PHOSPHO1, absorbance phosphatase assay; Phosphoethanolamine/phosphocholine phosphatase (Homo sapiens), Q8TCT1; inhibition, % at 13.3 µM; in the data active = inhibition above about 60%
Target sequence (Q8TCT1 whole entry, looked up): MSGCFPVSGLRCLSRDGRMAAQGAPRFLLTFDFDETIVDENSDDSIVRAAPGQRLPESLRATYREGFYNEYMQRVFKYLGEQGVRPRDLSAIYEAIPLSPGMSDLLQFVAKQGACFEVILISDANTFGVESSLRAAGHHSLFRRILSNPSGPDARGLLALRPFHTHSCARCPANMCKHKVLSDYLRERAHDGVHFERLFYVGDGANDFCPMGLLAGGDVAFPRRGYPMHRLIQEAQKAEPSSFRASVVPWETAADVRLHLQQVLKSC
V1R ag counter = agonists of human V1a receptor, primary screen, counter-screen for OXTR agonist project, fluorescence, CHO-V1R cells. Fluo-8 calcium fluorescence, agonist mode; 0% DMSO, 100% 3 nM vasopressin. activation, % at 3 µM. hit rate 0.25% among 320,000. AID 2797, 2010;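 active = activation above the mean activation of all tested compounds plus 3 SD, per screening run, cut at about 20% in these data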;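 also: signal is peak over basal fluorescence ratio across a 100 second FLIPR read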
IMP-1 inhibitor = IMP-1 metallo-beta-lactamase inhibitors, primary screen, biochemical, epi-absorbance readout, Pseudomonas aeruginosa enzyme. metallo-beta-lactamase IMP-1 (Pseudomonas aeruginosa). purified IMP-1, nitrocefin hydrolysis, epi-absorbance fluorescence. inhibition, % at 5.6 µM. hit rate 0.45% among 290,000. AID 1556, 2009;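 active = inhibition above the mean plus 3 SD of all compounds in the same screening run, cut at about 4.5% in these data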;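 also: 0% = IMP-1 with DMSO and 100% = DMSO wells lacking enzyme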
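System: purified IMP-1; amount: IMP-1 0.2 nM before substrate addition; compound: single dose, 5.6 µM; times: 25 °C, 15 min preincubation, 25 min reaction; signal: Epi-absorbance via hydrolysed-nitrocefin quenching of white-plate fluorescence, 480/530 nm, EDTA stop; benchmarks: DMSO with and without IMP-1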
FID counter = compounds displacing fluorescent DNA intercalator, primary screen, artefact control for HCV NS3 helicase inhibitor project, biochemical, FID fluorescence. DNA fluorescent intercalator displacement. AID 1845, 2009. hit rate 0.17% among 290,000. inhibition, % at 7.9 µM; in the data active = inhibition above about 37%;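 also: 0% = vehicle and 100% = reference compound; higher means more ethidium bromide displaced from hairpin DNA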
* = called active by the depositor; nt = no result given.

SMILES	OXTR agonist	HCV NS3 hel inh	VIM-2 inh	GalR3 antag	GPR7 antag	PHOSPHO1 inh	V1R ag counter	IMP-1 inhibitor	FID counter
Cc1ccn2c(NC3CCCCC3)c(C(C)C)nc2c1	1.7	-9	-0.7	-5	-9	22	0.4	-3.3	-1
CC(=O)COC(=O)CNC(=O)c1ccc(Br)cc1	-0.3	-2	-6.2	-5	-3	13	0.6	-0.3	0
COc1ccccc1Oc1ncnc2sccc12	-1.6	-3	-2.4	5	-6	61*	-0.1	-1.9	-4
O=C(CSc1nnc(-c2ccccc2O)o1)NC1CCCCC1	1.0	0	-2.5	-8	-9	28	0.1	-4.4	-24
COc1ccc(OCCCC(=O)Nc2cccc(C(C)=O)c2)cc1	1.5	-4	-0.1	-11	-5	-2	3.9	1.1	-5
COc1ccc(NC2CCCN(C(=O)Cn3ccc(C)n3)C2)cc1OC (stereo not given)	-0.1	2	0.1	-4	1	43	-0.1	1.5	0
COc1cc2oc3ccccc3c2cc1N(CC(=O)N1CCCCC1)S(=O)(=O)c1ccc(C)cc1	-1.7	-12	-0.9	-3	1	-41	1.8	-1.5	-27
CCN1CCC2(CCN(Cc3cn[nH]c3-c3ccc(OC)c(F)c3)C2)C1 (stereo not given)	0.9	-3	-0.9	1	2	41	0.5	-4.0	7
CCOc1ccc2[nH]c(=O)c(C(c3nnnn3CCOC)N3CCOCC3)cc2c1 (stereo not given)	-0.3	4	-4.5	1	4	-3	-0.7	-2.7	0
CSCC[C@H](N)C(=O)NCC1CCC(C(=O)Nc2ccc3c(c2)OCO3)CC1 (stereo not given in full)	0.2	-7	-3.3	-6	-1	3	0.0	-2.9	-15
CCOC(=O)COc1ccc(S(=O)(=O)NCc2ccco2)cc1	2.4	4	3.2	-2	-5	-34	1.4	-3.2	-5
Cc1noc(C)c1CN(C(=S)NC1CC2CCC1C2)c1ccccc1 (stereo not given)	-1.9	-25	0.6	-5	-6	15	-1.0	-0.1	-23
CN1C(=O)C2CN(CCc3ccccc3)CNC2N(C)C1=O (stereo not given)	0.5	-5	2.7	-4	-1	-13	-0.4	1.0	-1
COc1ccc2[nH]cc(CCn3ccc(O)c(C/C=C/c4ccccc4)c3=O)c2c1	-0.7	-2	-2.3	-1	-15	24	0.7	-1.9	1
O=C(COC(=O)c1cccnc1)c1ccc(Cl)c(Cl)c1	4.5	2	1.2	-5	6	46	4.1	-1.9	-3
c1ccc(-n2nnnc2NC2CCCCC2)cc1	1.2	-9	0.1	-8	11	10	0.7	-0.4	-2
C=CCC1CCCCC12NC(=O)N(c1ccccc1)N2 (stereo not given)	-0.3	10	1.0	7	2	28	0.3	-0.6	-6
COc1ccc(NC(=O)CN2CCC(C(N)=O)CC2)cc1	0.1	-1	-1.9	0	2	43	1.6	-2.4	-2
CC(=O)c1cccc(S(=O)(=O)N2CCN(c3ccccc3F)CC2)c1	1.3	11	-3.4	6	4	-10	1.2	-3.1	-6
O=C(Cc1cn2ccsc2n1)Nc1cccc2cnccc12	-0.7	0	-3.0	1	-9	11	-0.4	-2.4	-5
COc1ccc2c([N+](=O)[O-])c(N3CCCC3)[nH]c2c1	-0.8	4	-0.6	-6	-10	30	-0.1	-2.7	-7
O=C(Nc1cccc2ccccc12)/C(=C/c1cccc([N+](=O)[O-])c1)NC(=O)c1cccs1	-0.3	-1	0.3	-12	-5	-10	-0.1	-0.5	14
COc1ccc(OC)c(NC(=O)CSc2nc3ccccc3c(=O)n2CCNC(C)=O)c1	-0.2	-7	1.6	-4	-4	-3	-0.1	-2.4	-30
Cc1ccc(-c2nn(-c3ccccn3)c(=O)c3ccccc23)cc1C	0.2	-3	-2.7	-3	-10	20	-1.5	-2.9	-34
CC(C)c1ccc(C(=O)NCCCNC(=O)c2cnccn2)cc1	-0.2	2	-3.3	-8	1	19	-0.1	1.1	-16
The results go on.
SMILES	OXTR agonist	HCV NS3 hel inh	VIM-2 inh	GalR3 antag	GPR7 antag	PHOSPHO1 inh	V1R ag counter	IMP-1 inhibitor	FID counter
CCCc1c(C)c(C#N)c2nc3ccccc3n2c1NCCCN1CCOCC1	-0.9	0	1.2	-3	-14	27	-1.3	1.8	-3
CCOC(=O)c1cnc2ccc(OCC)cc2c1N1CCN(c2ccccc2OC)CC1	-1.8	-6	-4.4	nt	-20	20	-0.8	-3.1	-28
CC1(C2CC2)NC(=O)N(CC(=O)Nc2ccccc2-c2ccccc2)C1=O (stereo not given)	-0.3	-4	-3.7	-3	-7	-5	0.7	-1.5	-11
COc1cccc(SCC2CSc3nc4ccccc4c(=O)n32)c1 (stereo not given)	0.3	-8	0.3	-6	12	-26	1.0	-1.3	-9
CC1(C)Cc2cccc(OCC(=O)N3CCN(c4ccccc4)CC3)c2O1	-2.6	5	-0.9	-9	-12	-4	-0.9	-2.3	-35
O=C(Nc1cccc(F)c1)c1ccc2c(c1)OCO2	-1.0	-5	-1.9	-1	-13	48	-0.6	-1.0	7
CC(=O)c1cccc(S(=O)(=O)N2CCC(c3nc4ccccc4[nH]3)CC2)c1	-1.9	8	-1.7	-8	-2	24	-0.9	-0.3	-9
c1ccc(-c2nnc(CSc3nc4ccccc4[nH]3)o2)cc1	0.5	11	-5.0	-6	-14	1	1.2	0.5	-15
CCOc1cc(/C=N\n2nnnc2N)ccc1O	0.8	1	-0.6	-8	7	24	0.7	-2.9	-6
CCN1CCN(CCCNC(=O)c2ccc(NC(=O)C3=CSCCO3)cc2)CC1	0.0	-3	-3.1	3	-14	26	-0.8	-3.4	0
Cc1ccc(NC(=O)Nc2ccccc2C(=O)NCc2ccccc2)cc1	-2.3	-7	-1.6	-1	-4	-5	-0.8	-4.0	-7
COc1ccccc1CNc1nc2nc(C)cc(=O)n2[nH]1	0.1	0	-5.2	0	-15	0	0.7	-6.9	1
Cc1ccc(NC(=O)c2oc3ccc(S(=O)(=O)N4CCOCC4)cc3c2C)c(C)c1	-0.3	3	-1.9	-4	-8	5	0.9	-2.9	-4
CCC(=O)N1c2ccc(S(=O)(=O)NCCc3ccccc3)cc2CC1C (stereo not given)	6.8	4	0.2	2	-1	-18	6.5	-1.8	-34
CSCCC(NC(=O)CCC(=O)OCC(=O)[C@@]1(O)CCC2[C@@H]3CCC4=CC(=O)C=C[C@]4(C)C3[C@@H](O)C[C@@]21C)C(=O)O (stereo not given in full)	0.5	10	-0.1	-10	-5	32	1.0	-0.9	-32
COc1ccc(N(C)S(=O)(=O)c2ccc3c(c2)CCC(=O)N3)cc1	0.2	-1	-2.1	-6	-3	30	0.1	0.3	-8
CC1=C(C(=O)Nc2ccccc2)C(c2ccc(C)o2)n2ncnc2N1 (stereo not given)	0.3	-3	0.0	0	-8	-5	0.0	-0.6	2
CCOC(=O)c1c(NC(=O)c2ccco2)sc2c1CCCC2	-0.6	3	0.3	-6	-14	1	0.7	-2.4	-6
CCN(c1ccccc1)S(=O)(=O)c1ccc(Oc2ccc(-n3ccnc3)cc2)nc1	2.7	-13	2.2	-3	8	nt	3.0	-2.7	-21
O=C(CSc1nc(-c2ccc(F)cc2)cc(C(F)(F)F)n1)NCc1ccco1	-1.1	5	-4.0	-1	-2	-2	0.0	-5.2	7
CC(=O)Nc1ccc(S(=O)(=O)N(Cc2cc3ccc(C)cc3[nH]c2=O)CC2CCCO2)cc1 (stereo not given)	0.5	0	-4.1	3	-14	44	0.2	-1.3	-31
CN1CCN(C(=O)C23CC4CC(C2)CC(c2ccccc2)(C4)C3)CC1	2.8	-26	-2.1	-3	-4	37	1.9	-2.5	9
COCCNC(=O)CSc1nc2cc(OC)c(OC)cc2c(=O)n1Cc1ccc(OC)cc1	-0.1	8	-0.8	-4	-6	18	-0.3	2.9	-15
O=C(Cc1nc2ccccc2s1)c1ccc(O)cc1O	1.6	4	3.7	nt	25*	-14	0.8	-1.3	6
CCOc1ccc2nc(NCCNC(=O)c3cc(OC)c(OC)c(OC)c3)c(C#N)cc2c1	-1.9	-6	-0.7	-8	6	33	0.2	-3.2	-38
Additional compounds follow:
SMILES	OXTR agonist	HCV NS3 hel inh	VIM-2 inh	GalR3 antag	GPR7 antag	PHOSPHO1 inh	V1R ag counter	IMP-1 inhibitor	FID counter
COc1ccc(-c2cnc3nc(/N=C/N(C)C)nn3c2/N=C/N(C)C)cc1	0.7	-9	6.0	-6	-9	28	1.0	-3.4	-10
Brc1ccc(CN2CCN(c3ccccc3)CC2)o1	nt	6	-3.1	-10	-16	34	nt	-3.0	3
CCCCCc1cc(=O)oc2c(C(CCN3CCN(c4ccccc4)CC3)c3ccc4c(c3)OCO4)c(OC)cc(OC)c12 (stereo not given)	-0.6	nt	nt	-1	nt	31	0.1	nt	nt
O=C(CN1C(=O)CCS(=O)(=O)c2ccccc21)Nc1ccccc1F	-0.5	-6	-0.1	0	-5	-31	0.7	-1.1	-3
C/C(=N\Nc1nc2ccc(Cl)cc2o1)c1ccccc1	-2.0	-5	-3.5	-6	-2	-3	1.9	-1.6	1
CC1CN(C(=O)C2CC(=O)N(c3ccc(Cl)cc3)C2)CC(C)O1 (stereo not given)	0.8	16	0.9	-9	2	51	0.1	0.1	-12
COc1ccccc1N(CC(O)CN1CCOCC1)S(=O)(=O)c1ccccc1 (stereo not given)	0.9	1	-3.4	-6	-8	32	-0.1	-2.3	-3
c1ccc2c(c1)nc(CN1CCOCC1)n1c3ccccc3nc21	-1.0	0	-4.3	-4	3	-36	0.8	-4.3	-11
CC(=O)Nc1cccc(NC(=O)c2c(-c3ccccc3Cl)noc2C)c1	0.8	-1	-2.2	-5	-5	1	0.9	-2.9	-3
Cc1cc2cc(C)c3nnc(SCC(=O)NCc4ccco4)n3c2cc1C	-1.2	10	13*	-8	1	23	-0.9	-3.7	-34
Cc1cc2cc(CNC(=O)c3cccs3)ccc2n1C	0.5	-37	-1.0	-4	2	4	2.7	-3.0	-19

An excerpt from above in order of formula weight, descending:
SMILES	OXTR agonist	HCV NS3 hel inh	VIM-2 inh	GalR3 antag	GPR7 antag	PHOSPHO1 inh	V1R ag counter	IMP-1 inhibitor	FID counter
Cc1ccc(NC(=O)c2oc3ccc(S(=O)(=O)N4CCOCC4)cc3c2C)c(C)c1	-0.3	3	-1.9	-4	-8	5	0.9	-2.9	-4
CC(=O)c1cccc(S(=O)(=O)N2CCC(c3nc4ccccc4[nH]3)CC2)c1	-1.9	8	-1.7	-8	-2	24	-0.9	-0.3	-9
COc1ccc(-c2cnc3nc(/N=C/N(C)C)nn3c2/N=C/N(C)C)cc1	0.7	-9	6.0	-6	-9	28	1.0	-3.4	-10
CC1CN(C(=O)C2CC(=O)N(c3ccc(Cl)cc3)C2)CC(C)O1 (stereo not given)	0.8	16	0.9	-9	2	51	0.1	0.1	-12
